OX1R antag-1 = human HCRTR1 antagonism; O43613; CHO/OX1R cells, Fluo-8 calcium fluorescence, orexin A; inhibition, % at 5 µM; actives 0.43% (n = 330,000); AID 434989;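 active = inhibition above its plate's threshold, mean inhibition of all tested compounds on the plate plus 3 SD, cut at about 37% in these data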;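 also: 0% = orexin A challenge wells and 100% = SB-334867-A antagonist wells; not every result past the cut was called active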
Target sequence (O43613 whole entry, looked up): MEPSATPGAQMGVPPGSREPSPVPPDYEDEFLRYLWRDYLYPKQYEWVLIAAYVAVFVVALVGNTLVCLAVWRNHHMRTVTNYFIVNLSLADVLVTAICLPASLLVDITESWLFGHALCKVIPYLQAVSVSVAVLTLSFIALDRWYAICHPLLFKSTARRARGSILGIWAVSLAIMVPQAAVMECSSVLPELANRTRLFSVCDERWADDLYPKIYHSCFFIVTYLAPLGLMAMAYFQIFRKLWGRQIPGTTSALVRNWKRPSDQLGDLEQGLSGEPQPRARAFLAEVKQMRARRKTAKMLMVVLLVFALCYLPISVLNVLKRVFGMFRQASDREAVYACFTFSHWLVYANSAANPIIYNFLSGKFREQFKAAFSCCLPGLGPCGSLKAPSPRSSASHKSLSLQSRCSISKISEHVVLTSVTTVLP
OX1R antag-2 = blocks the human orexin 1 receptor; inhibition, % at 6.6 µM; actives 1.8% (n = 330,000); OX1R-expressing cells, FRET antagonist read-out; AID 485270; O43613; in the data active = inhibition mostly above about 38%, no sharp cut-off; inactive = mostly below about 40%;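 also: 0% = agonist challenge alone and 100% = reference antagonist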
Starred values were filed as active, the others as inactive.

SMILES | OX1R antag-1 | OX1R antag-2
CC1CC(C)CN(C(=O)C(C)N(C)CC(=O)Nc2ccccc2Cl)C1 (configuration not stated) | -6 | 4
COc1ccc(CN(C(=O)CSc2nnc(-c3ccc(OC)c(OC)c3)o2)c2ccc(F)cc2)cc1 | -16 | 14
O=C(Nc1sc2c(c1C(=O)O)CCCCC2)c1cccs1 | -66 | 12
COc1cccc(C(O)c2cnc(C(C)C)n2C)c1 (configuration not stated) | -16 | 3
O=C(OCc1cc(=O)n2ccsc2n1)c1ccc(O)cc1O | -17 | 13
Cc1ccc(OCC(=O)N2CCCCCCC2)cc1 | -7 | 8
NC(=O)COC(=O)c1cccc(S(=O)(=O)N2CCCCC2)c1 | -3 | 4
C=CCNC(=O)/C(=C\c1ccc([N+](=O)[O-])cc1)NC(C)=O | -1 | 54
CCOC(=O)C1CCCN(CC(O)COc2ccccc2C(C)=O)C1 (configuration not stated) | -26 | 4
N#Cc1c(NC(=O)CSc2nc(N)cc(=O)[nH]2)sc2c1CCCC2 | 25 | 39
Cc1cccc(N=Cc2cc3c(cc2[N+](=O)[O-])OCO3)c1 | -14 | 24
COc1ccccc1N1CCN(CC(=O)Nc2c(C)n(C)n(-c3ccccc3)c2=O)CC1 | -24 | 11
CN(Cc1ccccc1)C(=O)c1ccc(NC2=NC3CS(=O)(=O)CC3S2)cc1 (configuration not stated) | -1 | 2
CCOCCn1c(=O)c2c(nc3n2CCN3c2ccc(CC)cc2)n(C)c1=O | -6 | 11
CC(=O)Nc1ccc(S(=O)(=O)NCCc2cn3nc(C)c(C)nc3n2)cc1 | -1 | 10
Cc1ccc(NC(=O)COC(=O)c2ccc(=O)n(Cc3ccccc3)n2)cc1F | -20 | 20
O=c1oc2ccccc2cc1N1CCOCC1 | 5 | 31
C/C(CC(=O)Nc1ccc(C)c(Cl)c1)=N\NC(=O)c1ccco1 | -35 | 23
Cc1ccc(NC(=O)CSc2nnc(-c3ccccc3C)o2)cc1C | -16 | 24
COC(=O)c1ccc(N2CCN(C(C)=O)CC2)c(NC(=O)COc2ccccc2C)c1 | -28 | 10
O=C(N/N=C/c1cccnc1)c1ccccc1OCc1ccc(Br)cc1 | -31 | 7
CC(C)c1ccc2[nH]c3nc(SCC(=O)N4CCOCC4)nnc3c2c1 | -19 | 56
O=C(CN(C(=O)CCC(=O)Nc1nccs1)c1ccc2c(c1)OCO2)NCc1ccc(F)cc1 | -16 | 9
O=C(CN1CCN(c2ccccc2)CC1)NC(=O)NCc1ccco1 | -10 | 42

Some of these compounds in order of molecular weight, ascending:
SMILES | OX1R antag-1 | OX1R antag-2
Cc1ccc(NC(=O)COC(=O)c2ccc(=O)n(Cc3ccccc3)n2)cc1F | -20 | 20
O=C(N/N=C/c1cccnc1)c1ccccc1OCc1ccc(Br)cc1 | -31 | 7
CN(Cc1ccccc1)C(=O)c1ccc(NC2=NC3CS(=O)(=O)CC3S2)cc1 (configuration not stated) | -1 | 2

Further results follow:
SMILES | OX1R antag-1 | OX1R antag-2
c1ccc(COC2CCCN(Cc3nc(-c4cnccn4)no3)C2)cc1 (configuration not stated) | -13 | 2
CC1(C)COC(/C=C/c2cccc([N+](=O)[O-])c2)=N1 | 10 | 13
O=C(CSc1nnc(-c2ccccn2)o1)Nc1ccccc1Cl | 1 | 10
COc1ccc(N(C)C(=O)Cn2c(=O)oc3ccccc32)c(OC)c1 | -22 | 7
CC(C)C(c1nnnn1Cc1ccco1)N1CCN(C2CCCC2)CC1 (configuration not stated) | -5 | 10
CC1CC(C)CN(c2nc(N(C)c3ccccc3)nc(N)c2[N+](=O)[O-])C1 (configuration not stated) | -25 | 10
O=C(c1ccc(F)cc1)N(Cc1ccco1)C1CCS(=O)(=O)C1 (configuration not stated) | -12 | 38
COC(=O)[C@H](C)NC(=O)Nc1cccc(C)c1 | -11 | 3
Cc1onc(-c2ccccc2)c1C(=O)OCc1nnc(-c2ccccc2)o1 | -10 | 27
CC(=O)Oc1cc(O)c2c(=O)c(OC(C)=O)c(-c3ccc(OC(C)=O)c(OC(C)=O)c3)oc2c1 | -4 | 37
Cc1ccc(/C=N\NC(=O)c2cncc(Br)c2)o1 | -11 | 13
N#C/C(=C\c1ccc(-c2cccc([N+](=O)[O-])c2)o1)C(=O)N1CCOCC1 | -10 | 35
COc1cccc(/C=N/NC(=O)CSc2nnc(C)n2-c2ccccc2)c1OC | -17 | 23
CCOC(=O)CN1CC23C=CC(O2)C(C(=O)Nc2ccc(F)c(C)c2)C3C1=O (configuration not stated) | -24 | 13
Cc1ccc2c(Cn3ccnc3)cc(=O)oc2c1C | -13 | 12
Cc1ccc(CN2C(=O)CCC2C(=O)NCC2CCCO2)cc1 (configuration not stated) | -13 | 11
O=C(Nc1ccc(O)cc1)/C(=C/c1ccco1)NC(=O)c1ccccc1 | -15 | 9
CC(C)OC(=O)CSc1nnc(COc2ccc([N+](=O)[O-])cc2)n1C | -4 | 18
CC(C)(C)n1nc2c(c1NC(=O)Cc1ccc([N+](=O)[O-])cc1)CS(=O)(=O)C2 | -16 | 27
O=C(CCn1c(=O)[nH]c2ccsc2c1=O)N1CC(=O)N(CCc2ccccc2)C(=O)C1 | -21 | 13
COc1ccc(CCNS(=O)(=O)CCNC(=O)c2ccc(OC)cc2)cc1 | -6 | 9
N#C/C(=C\c1ccccc1OCc1ccc(C(=O)O)cc1)C(=O)Nc1ccc(O)cc1 | -7 | 18
COc1ccc(C2=Nn3c(nnc3-c3ccccc3OC)SC2)cc1OCC1CC1 | 6 | 20
Cc1ccc(-c2nnn(Cc3nc(N)nc(N4CCOCC4)n3)n2)cc1 | -18 | -3

Part of the list above in order of SMILES length, smallest number first:
SMILES | OX1R antag-1 | OX1R antag-2
Cc1ccc(OCC(=O)N2CCCCCCC2)cc1 | -7 | 8
COc1cccc(C(O)c2cnc(C(C)C)n2C)c1 (configuration not stated) | -16 | 3
COC(=O)[C@H](C)NC(=O)Nc1cccc(C)c1 | -11 | 3
O=C(Nc1sc2c(c1C(=O)O)CCCCC2)c1cccs1 | -66 | 12
O=C(CSc1nnc(-c2ccccn2)o1)Nc1ccccc1Cl | 1 | 10
Cc1ccc(CN2C(=O)CCC2C(=O)NCC2CCCO2)cc1 (configuration not stated) | -13 | 11
O=C(CN1CCN(c2ccccc2)CC1)NC(=O)NCc1ccco1 | -10 | 42
CC(C)C(c1nnnn1Cc1ccco1)N1CCN(C2CCCC2)CC1 (configuration not stated) | -5 | 10
c1ccc(COC2CCCN(Cc3nc(-c4cnccn4)no3)C2)cc1 (configuration not stated) | -13 | 2
Cc1ccc(-c2nnn(Cc3nc(N)nc(N4CCOCC4)n3)n2)cc1 | -18 | -3
COc1ccc(CCNS(=O)(=O)CCNC(=O)c2ccc(OC)cc2)cc1 | -6 | 9
COc1ccc(C2=Nn3c(nnc3-c3ccccc3OC)SC2)cc1OCC1CC1 | 6 | 20
CC(C)OC(=O)CSc1nnc(COc2ccc([N+](=O)[O-])cc2)n1C | -4 | 18
CC(=O)Nc1ccc(S(=O)(=O)NCCc2cn3nc(C)c(C)nc3n2)cc1 | -1 | 10
CN(Cc1ccccc1)C(=O)c1ccc(NC2=NC3CS(=O)(=O)CC3S2)cc1 (configuration not stated) | -1 | 2
CC1CC(C)CN(c2nc(N(C)c3ccccc3)nc(N)c2[N+](=O)[O-])C1 (configuration not stated) | -25 | 10
COC(=O)c1ccc(N2CCN(C(C)=O)CC2)c(NC(=O)COc2ccccc2C)c1 | -28 | 10
COc1ccccc1N1CCN(CC(=O)Nc2c(C)n(C)n(-c3ccccc3)c2=O)CC1 | -24 | 11
N#C/C(=C\c1ccc(-c2cccc([N+](=O)[O-])c2)o1)C(=O)N1CCOCC1 | -10 | 35
O=C(CCn1c(=O)[nH]c2ccsc2c1=O)N1CC(=O)N(CCc2ccccc2)C(=O)C1 | -21 | 13
CC(C)(C)n1nc2c(c1NC(=O)Cc1ccc([N+](=O)[O-])cc1)CS(=O)(=O)C2 | -16 | 27
COc1ccc(CN(C(=O)CSc2nnc(-c3ccc(OC)c(OC)c3)o2)c2ccc(F)cc2)cc1 | -16 | 14
CC(=O)Oc1cc(O)c2c(=O)c(OC(C)=O)c(-c3ccc(OC(C)=O)c(OC(C)=O)c3)oc2c1 | -4 | 37

The list goes on:
SMILES | OX1R antag-1 | OX1R antag-2
CNS(=O)(=O)c1cccc(C(=O)OCC(=O)N2c3ccccc3NC(=O)C2(C)C)c1 | 3 | -6
O=C(CCSc1ccccc1)NNC(=O)c1ccccc1F | -19 | 10
CN(CCC(=O)Nc1cc(S(=O)(=O)N(C)C)ccc1Cl)CC(=O)Nc1ccc(F)cc1 | -26 | 23
Cc1ccc(S(=O)(=O)N2CCN(C(=O)CSc3ccc(Cl)cc3)CC2)cc1 | -23 | 4
CC(C)OC(=O)c1ccc(COC(=O)c2cccc(-c3nnc(-c4ccccc4)o3)c2)cc1 | -9 | 6
CCOC(=O)c1sc2ncn(/N=C/c3ccc(O)c(OC)c3)c(=O)c2c1C | -31 | 21
Cc1ccc(N(CC(=O)NCc2ccc(F)cc2)S(=O)(=O)c2cccs2)cc1 | -38 | 11
Fc1ccc2cc(-c3ccsc3)ncc2c1 | -30 | 9
Cc1cc(C)c(NC(=O)COC(=O)C2=COCCO2)c(Cl)c1 | 12 | 10
O=C1CSC(c2ccccc2Cl)N1 (configuration not stated) | 0 | 2
Cc1cc(OCC(=O)N(Cc2ccccc2)C2CCS(=O)(=O)C2)ccc1Cl (configuration not stated) | -9 | 5
COc1ccccc1NC(=O)CN1CCN(C(=O)C2CCCO2)CC1 (configuration not stated) | 16 | 4
O=S(=O)(/N=C(/NNS(=O)(=O)c1ccccc1)c1ccccc1)c1ccccc1 | 1 | 24
O=C(CN1C(=O)c2ccccc2S1(=O)=O)NCc1ccc2c(c1)OCO2 | -18 | 24
O=C(CN1CCCC1)N1CCCC(c2ccc(F)cc2)c2ccc(F)cc21 (configuration not stated) | -19 | 18
CCCN(CC(=O)NC(=O)NC1CCCCC1)CC(=O)Nc1cc(Cl)ccc1Cl | -22 | -1
Cc1ccc(NC(=O)C2COc3ccccc3O2)cc1S(=O)(=O)N1CCCCC1 (configuration not stated) | -6 | 9
Cc1cccc(CC2S/C(=N/c3ccccn3)NC2=O)c1 (configuration not stated) | -27 | 18
CC1CCCCC1NC(=O)/C(C#N)=C/C=C/c1ccccc1[N+](=O)[O-] (configuration not stated) | -22 | 27
CC(=O)N1CCN(C(=O)COC(=O)c2oc3ccccc3c2C)CC1 | -6 | 3
CCCCN(C)CCCNC(=O)c1ccc(N2CCCC2=O)cc1 | -5 | 9
Cn1c(NC(=O)c2ccco2)c(-c2ccc(Cl)cc2)c(=O)c2ccccc21 | -8 | 9
CC(=O)N1CCN(C(=O)/C(C#N)=C/c2ccc3c(c2)OCO3)CC1 | -12 | 20
CCOC(=O)c1nn(-c2ccccc2C)c2nc(-c3ccc(Cl)cc3)c(C#N)c(=O)n12 | -32 | 25
CCN(CC)c1ccc(S(=O)(=O)N2CCOCC2)cc1NC(=O)Cn1nc(C)c([N+](=O)[O-])c1C | -35 | 1
N#Cc1ccc(OCCN2C(=O)NC3(CCSC3)C2=O)cc1 (configuration not stated) | -9 | 8
Cc1cccc(NC(=O)CCS(=O)(=O)c2ccccc2)c1 | -12 | -2
CCc1ccc(Nc2nnc(SCC(=O)NC(=O)CN3CCCC3=O)s2)cc1 | -5 | 2
O=C(CSc1nnc(-c2ccccc2)n1Cc1ccccc1)NNC(=O)c1ccccc1O | 1 | 33
Cc1ccc(C(NC(=O)N2CCOCC2)C(Cl)Cl)cc1F (configuration not stated) | -9 | 6
N/C(=N\OC(=O)c1cccc(Cl)c1)c1ccncc1 | -10 | 25
CN(C)[C@@H]1CCC[C@H]1OC(=O)C(c1ccccc1)c1ccccc1 | -16 | 3
O=C(Nn1cnc2ccccc2c1=O)c1ccc(F)cc1Cl | -20 | 10
Nc1ccc(S(=O)(=O)NNC(=O)C(=O)NNc2ccccc2)cc1 | 5 | 10
COc1ccc(CNc2ccc3cn[nH]c3c2)c(OC)c1OC | 7 | 37*
O=C(NC(=S)Nc1cccc2[nH]ncc12)c1ccccc1 | -24 | 0
Cc1ccc(C)c(-c2csc(N)c2C(=O)OC(C)C)c1 | -22 | 26
CCN(CC)C(=O)N1CCN(C(=O)c2ccc(C)cn2)CC1 | -16 | 3
CCC(=O)NC(=S)Nc1ccc(NC(=O)c2ccc(C)c([N+](=O)[O-])c2)cc1 | -21 | 41
O=C1NC(c2ccccc2)C(C(=O)c2cccs2)=C1O (configuration not stated) | -5 | 9
O=C(COc1ccccc1)NCc1ccccc1 | -5 | 12
O=C(NNc1ccc(Cl)cc1)C1CCC1 | -1 | 3
